Compound activity (PubChem)
Jurkat NFkB inh = inhibitors of the PMA/ionomycin-induced NF-kB reporter in Jurkat cells; PMA/ionomycin-induced NF-kB luciferase reporter, luminescence; inhibition, % at 4 µM; 330,000 compounds, 0.53% hits; AID 435003; in the data active = inhibition above about 50%
697 NFkB inh = inhibitors of the PMA/ionomycin-induced NF-kB reporter in 697 B cells. 697 B-cell NF-kB luciferase reporter, 16 h. 330,000 compounds, 0.33% hits. AID 435022. inhibition, % at 4 µM; in the data active = inhibition above about 35%
Mdm2-MdmX inh = disrupts the human Mdm2-MdmX interaction; SaOS-2 split-luciferase Mdm2/MdmX complementation, luminescence; AID 485346; 330,000 compounds, 3% hits; inhibition, % at 8 µM;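 active = inhibition of at least 50% at 8 µM in the primary screen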
Target sequence (O15151 whole entry, looked up): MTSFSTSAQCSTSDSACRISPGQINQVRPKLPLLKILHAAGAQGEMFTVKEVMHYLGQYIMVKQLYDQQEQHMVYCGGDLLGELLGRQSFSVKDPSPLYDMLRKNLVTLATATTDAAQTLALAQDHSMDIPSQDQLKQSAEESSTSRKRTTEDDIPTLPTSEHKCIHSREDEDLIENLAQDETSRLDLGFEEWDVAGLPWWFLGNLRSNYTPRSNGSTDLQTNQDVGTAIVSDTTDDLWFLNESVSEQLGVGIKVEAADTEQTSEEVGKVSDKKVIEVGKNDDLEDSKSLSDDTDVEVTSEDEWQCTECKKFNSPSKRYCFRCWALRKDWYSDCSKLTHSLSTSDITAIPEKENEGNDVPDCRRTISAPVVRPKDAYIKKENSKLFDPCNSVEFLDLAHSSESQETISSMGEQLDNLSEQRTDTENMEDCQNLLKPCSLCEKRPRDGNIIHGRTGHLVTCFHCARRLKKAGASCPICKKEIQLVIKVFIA
Target sequence (Q00987 whole entry, looked up): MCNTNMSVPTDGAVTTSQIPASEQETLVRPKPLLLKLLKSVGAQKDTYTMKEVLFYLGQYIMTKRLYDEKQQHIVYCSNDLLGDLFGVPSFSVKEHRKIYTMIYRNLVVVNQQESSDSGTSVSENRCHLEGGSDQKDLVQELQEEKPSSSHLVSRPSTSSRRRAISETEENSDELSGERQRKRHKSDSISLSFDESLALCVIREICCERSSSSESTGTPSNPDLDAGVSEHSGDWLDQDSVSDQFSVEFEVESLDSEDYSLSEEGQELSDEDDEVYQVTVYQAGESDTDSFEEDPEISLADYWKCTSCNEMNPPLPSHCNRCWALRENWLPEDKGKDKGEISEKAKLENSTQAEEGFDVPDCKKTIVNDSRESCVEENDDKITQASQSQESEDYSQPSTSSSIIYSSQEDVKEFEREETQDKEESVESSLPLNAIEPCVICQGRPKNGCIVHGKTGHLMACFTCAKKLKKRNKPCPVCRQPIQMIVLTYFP
CHOP UPR activ = apoptotic UPR (CHOP) activation; CHO-CHOP luciferase reporter, luminescence; percent of tunicamycin response over DMSO baseline; activation, % at 10 µM; 330,000 compounds, 0.34% hits;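 active = at 10 µM dose, activation of 40% or more, normalized to positive control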;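 note: 100% = tunicamycin at 10 µg/mL and 0% = DMSO alone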
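Material: CHO-CHOP cells, stable luciferase reporter of PERK-eIF2a-CHOP signalling; quantity: 500 reporter cells seeded per well; buffer or medium: F12 medium containing 10% fetal bovine serum; compound: one dose, 10 µM in 0.5% DMSO; incubation: 6 h compound treatment, 37 °C; measured by: Steady-Glo luciferase luminescence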
TIM10 inh = inhibits growth of TIM10 yeast strain; 330,000 compounds, 1.4% hits; inhibition, % at 10 µM; S. cerevisiae TIM10 strain growth, BacTiter-Glo luminescence, 24 h;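 active = inhibition of 40% or more at the single tested concentration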;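 note: wild-type TIM10 isogenic control strain grown at permissive 25 °C; 0% = DMSO yeast wells and 100% = minimal medium wells without yeast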
UPR XBP1 act = adaptive UPR (XBP1) activation. CHO-XBP1 luciferase reporter, IRE1-XBP1 UPR activation, luminescence; percent of tunicamycin response, DMSO as zero. activation, % at 20 µM. 330,000 compounds, 0.33% hits. AID 463104;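 active = versus positive control, 20 µM dose yields 30% or more activation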;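 note: 100% = tunicamycin at 10 µg/mL and 0% = DMSO only wells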
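Assay system: CHO-XBP1 luciferase reporter cells; Schedule: 6 h treatment, 37 °C; Detection: glow luminescence from Steady-Glo reagent; Benchmarks: high control tunicamycin 10 µg/mL final, low control DMSO vehicle only.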
tim23-1 inh = growth inhibitors of tim23-1 mutant yeast. S. cerevisiae tim23-1 growth, BacTiter-Glo luminescence, 24 h. inhibition, % at 20 µM. 330,000 compounds, 1.3% hits;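 active = growth inhibition of the mutant yeast at or above 50%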;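 note: temperature-sensitive mutant grown at 25 °C; plate controls were DMSO-treated mutant yeast for no effect and medium wells lacking yeast for full effect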
tim10-1 inh = growth inhibitors of tim10-1 mutant yeast | S. cerevisiae tim10-1 ts strain growth, BacTiter-Glo, 24 h | inhibition, % at 20 µM | 330,000 compounds, 2.2% hits | AID 463190;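 active = inhibition of at least 40%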;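 note: mutant grown at 25 °C; 0% = DMSO wells with yeast and 100% = wells holding no yeast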
Active calls of the source: *; x = not tested or not shown.

SMILES	Jurkat NFkB inh	697 NFkB inh	Mdm2-MdmX inh	CHOP UPR activ	TIM10 inh	UPR XBP1 act	tim23-1 inh	tim10-1 inh
Cc1cccc(OCC(=O)NNC(=O)CCCCC(=O)NNC(=O)COc2cccc(C)c2)c1	12	16	20	-0.5	-1	0	12	1
O=C(c1ccncc1)N1CCN(S(=O)(=O)c2cccc(Cl)c2)CC1	-13	-18	2	1.0	5	0	-9	-20
O=C1NC(c2ccc(Cl)cc2)Oc2ccccc21 (centres undefined)	-4	5	20	2.3	5	-2	33	19
O=c1c2cc(Cl)cc(Cl)c2nc2n1CCC2	-1	5	6	-1.4	-13	0	7	14
CC(=O)c1c(C)[nH]c(C(=O)OCC(=O)Nc2cccnc2Cl)c1C	4	-11	40	0.7	-5	-2	-12	-10
COc1ccc(NC(=O)c2oc3ccccc3c2NC(=O)C(C)(C)C)cc1	-2	8	13	0.2	32	7	14	21
Cc1cc(-c2n[nH]c(=S)n2/N=C/c2ccccc2[N+](=O)[O-])n[nH]1	-2	-4	27	-0.3	2	2	4	1
CCOC(=O)c1cc(NC(=O)c2ccc(C)cc2)c(=O)oc1C(F)(F)F	-9	-9	2	0.0	10	1	13	7
COc1ccc(OC)c(NC(=O)CCNC(=O)Cn2ccc3ccccc3c2=O)c1	-25	4	-17	-0.6	-9	-2	8	12
Cc1ccc(S(=O)(=O)NC(c2ccccc2)C(C)C(=O)n2nc(C)cc2C)cc1 (centres undefined)	9	4	28	-1.2	28	-6	47	26
O=C(Nc1cccc(-n2cnnn2)c1)c1ccc(C(F)(F)F)cc1	-4	-23	16	-1.4	10	-1	13	2
O=C(COC(=O)c1ccco1)NCc1ccc(Cl)cc1	-3	1	-2	-3.2	-16	0	24	19
CCCc1ccc(S(=O)(=O)N/N=C\c2ccc3c(c2)OCO3)cc1	9	15	21	0.7	16	-3	48	33
COc1ccccc1/C=C/C(=O)OCC(=O)c1cc(C)n(C)c1C	5	11	-2	0.8	-1	5	2	10
O=C(CN(CC1CCCO1)S(=O)(=O)c1ccc(S(=O)(=O)NCC2CCCO2)cc1)Nc1ccccc1 (centres undefined)	0	13	9	-0.3	16	-3	2	8
S=C(Nc1ccc(Cl)cc1)NC1CC2CCC(C1)N2Cc1ccccc1 (centres undefined)	1	-4	23	0.6	-42	1	-22	-33
O=C(NC(=O)c1ccccc1F)OCc1ccc(Cl)cc1Cl	-11	-1	7	0.8	18	2	50*	46*
O=C(COc1ccc(Cl)cc1Cl)Nc1cccc(-c2ccc(N3CCOCC3)nn2)c1	-104	-131	-49	3.1	6	3	6	-7
Cc1nc(COc2ccc(C(=O)Nc3ccccc3N3CCOCC3)cc2)cs1	4	6	-3	1.9	9	5	22	19
CN1CCN(C(=S)SCc2nc(N)nc(Nc3ccc(F)cc3)n2)CC1	-11	-35	-48	2.1	20	2	17	30
O=C1CS(=O)(=O)N(Cc2cccc(F)c2)c2ccc(Br)cc21	10	8	18	-0.2	34	1	66*	48*
O=C(O)c1cc(S(=O)(=O)Nc2ccccc2Cc2ccccc2)ccc1Cl	9	2	-10	1.3	7	-6	3	-5
CCn1c(SCc2ccccc2)nnc1-c1cccnc1	10	0	-31	-1.7	4	2	8	21
C=CCOc1ccccc1OCC(O)CNC(C)C (centres undefined)	-19	-3	-12	-1.2	12	1	-12	5
Cc1ccccc1OCc1nnc(SCC(=O)O)n1Cc1ccccc1	-2	10	7	0.2	-2	1	13	17
COc1cccc(CC(NC(C)=O)C(=O)NC2CCN(C(=O)c3ccc(Cl)cc3)CC2)c1 (centres undefined)	-11	0	8	-1.8	-9	-4	12	15
c1ccc(CNc2nc(-c3ccccn3)nc3ccccc23)cc1	-5	1	78*	40*	28	13	-15	12
C[C@H](CO)N1C[C@H](C)[C@@H](CN(C)CC2CCCCC2)Oc2ccc(NS(C)(=O)=O)cc2C1=O	2	3	-12	-0.6	-2	1	5	-2
CN(C)C(CNC(=O)Cc1ccc([N+](=O)[O-])cc1)c1ccccc1 (centres undefined)	-7	16	8	2.1	-4	1	3	-6
CC(=O)Nc1ccc(S(=O)(=O)N(C)CC(=O)OCC(=O)NC(C)C23CC4CC(CC(C4)C2)C3)cc1 (centres undefined)	-6	0	14	-1.6	-1	3	-9	4
CC(C)(CNC(=O)c1cc([N+](=O)[O-])ccc1N1CCC(Cc2ccccc2)CC1)N1CCOCC1	13	3	15	0.5	36	-1	45	38
COc1cccc(OCCCCCCN2CCOCC2)c1	-11	-8	-10	1.6	-27	0	-44	-57
O=C(NCCN1C(=O)S/C(=C\c2ccc(F)cc2)C1=O)C1CCN(S(=O)(=O)c2cccs2)CC1	21	15	1	0.9	-1	0	2	6
COc1ccc(Br)c(C(=O)N(C)CC(=O)Nc2ccc(N3CCOCC3)cc2)c1	4	7	11	2.2	6	7	5	9
Cc1ccc(S(=O)(=O)N(C)c2ccc(C(=O)O)cc2)cc1	-5	-15	8	-0.9	-30	0	0	5
CC1CN(S(=O)(=O)c2ccc(F)cc2)C(C)N1C(=O)N1CCOCC1 (centres undefined)	15	8	-4	0.5	5	-1	0	-10
CCC(N1CCOC1=O)S(=O)(=O)c1ccc(C)cc1 (centres undefined)	-2	8	-10	0.0	-7	1	-5	7
O=C(Cc1ccc(F)cc1)N1CCN=C1SCc1ccc([N+](=O)[O-])cc1	26	8	-36	-3.0	15	-3	18	9
COc1cccc(NC(=O)Nc2ccc3c(c2)nc(C)n3C)c1	-113	-101	-134	-0.6	8	-1	11	-7
O=C(CSc1nnc(SCc2ccccc2)s1)N/N=C/C=C\c1ccco1	-1	2	15	1.4	12	1	-13	24
O=C(OCC(=O)N1CCN(Cc2ccccc2)CC1)c1ccc(Cl)cc1	-6	1	-10	0.2	-14	0	-157	-30
O=C(O)c1ccc(CSc2nnc(-c3ccco3)n2-c2ccccc2)cc1	7	2	0	-0.8	0	-2	2	-7
Cc1ccc(NC(=O)COC(=O)CNC(=O)c2cccc([N+](=O)[O-])c2)cc1S(=O)(=O)N1CCCCCC1	-10	-32	-16	3.2	-3	0	6	13
COc1ccc(CNCCC(c2ccccc2)C2CCOC(C)(C)C2)cc1 (centres undefined)	-4	10	7	-0.5	16	1	8	1
COc1ccc2cc(C(c3nnnn3CCc3ccccc3)N3CCC(O)CC3)c(=O)[nH]c2c1 (centres undefined)	3	-3	-28	-0.2	18	1	19	13
O=C(NCC1CC1)c1cc([N+](=O)[O-])cc([N+](=O)[O-])c1	-12	10	27	-0.1	0	-5	22	21
COc1cc(NC(=O)c2ccnc(N)c2)cc(C(=O)Nc2cccc(C(F)(F)F)c2)c1	-5	7	24	1.9	-4	0	19	3
CN1CCC(N(C)S(=O)(=O)c2ccc(C(C)(C)C)cc2)CC1	5	-8	6	0.6	-7	0	3	5
FC(F)Sc1ccc(NC(=S)N2CCN(c3ccccn3)CC2)cc1	6	5	15	1.0	-30	-5	-13	-16
CCCOC(=O)CSC1=C(C#N)C(c2ccccc2OCC)C(C#N)C(=O)N1 (centres undefined)	16	11	16	-0.5	5	-2	-4	14
Cn1nnnc1SCCNCc1ccccc1OCc1ccccc1	5	25	-4	0.4	12	-3	19	-4
COc1ccc(OC)c(CNC(=O)CCC(=O)N2Cc3ccccc3Oc3ncccc32)c1	-1	0	16	0.8	-3	-1	10	7
COc1ccc(-c2nc(-c3cccc([N+](=O)[O-])c3O)cc(=O)o2)cc1OC	0	14	7	0.2	5	-1	-13	12
COCCNC(=O)Cn1cc2c(n1)CCC(C)C2 (centres undefined)	-10	-20	-1	-2.3	5	0	26	21
COc1ccc(C2CC(c3cc(Br)ccc3F)n3nnnc3N2)cc1 (centres undefined)	-1	-17	4	4.2	30	5	40	30
O=C(Cn1c(COc2ccc(Cl)cc2)nc2ccccc21)NCC(F)(F)F	-4	2	-26	3.2	-22	0	-10	-3
COc1ccc(-c2cc3c(=O)n(CC(=O)NCc4ccc(C)cc4)ncn3n2)cc1	-11	-11	95*	1.0	-6	3	-18	-6
CCN(CC)CCNC(=O)c1ccc2c(=O)n(C3CCCC3)c(=S)[nH]c2c1	-30	-61	18	-0.2	-7	1	1	12
CCn1c(O)c(/C=C2\C=Nc3ccccc32)sc1=O	-113	-148	-220	4.3	44*	11	31	16
O=C(Nc1nnc(SCC(=O)N2CCCc3ccccc32)s1)c1cccc2ccccc12	-7	6	3	-1.7	7	-3	6	17

Further records follow.
SMILES	Jurkat NFkB inh	697 NFkB inh	Mdm2-MdmX inh	CHOP UPR activ	TIM10 inh	UPR XBP1 act	tim23-1 inh	tim10-1 inh
Cc1cccc(C2=NN(c3ccc(Br)cc3)[C@@H](C(=O)N3CCOC3=O)[C@@H]2C)c1	x	4	-3	2.5	15	1	51*	27
O=C(Cn1c(=O)n(CCCCC(=O)NC2CCCC2)c(=O)c2ccccc21)NCCC1=CCCCC1	8	7	12	0.5	3	0	15	10
COc1ccc(NC(=O)CN(C)C(=O)CN2C(=O)NC3(CCCC3)C2=O)cc1	9	1	24	1.9	-2	0	-4	-3
Cc1ccccc1NC(=O)CC(=O)Nc1ccccc1C	-4	-18	-17	-1.0	-7	-4	11	6
CCN(CCCn1c(SCC#N)nc2ccccc2c1=O)c1ccccc1	4	-8	17	-1.4	12	3	3	20
Cc1cccc(C)c1NC(=O)/C(C#N)=C/c1cccs1	8	17	32	5.0	4	1	27	31
CSc1nc2ccc(NC(=O)C3=NN(c4ccccc4)C(=O)CC3)cc2s1	-3	-1	21	0.8	16	-3	22	17
CC1CN(CCc2ccccc2)C(C)C/C1=N/O (centres undefined)	-6	-1	-4	2.1	14	2	1	7
Clc1ccc2nc(-c3cccc(SC4CCCCC4)c3)c(NCc3ccccc3)n2c1	4	-9	12	1.2	11	0	22	9
COc1ccc(F)cc1C(=O)C1CCCN(Cc2ccc3c(c2)OCCO3)C1 (centres undefined)	5	-8	20	-1.3	13	0	18	17
O=C(COC(=O)C1CCCN1C(=O)c1cccs1)c1ccccc1 (centres undefined)	-3	14	8	-0.2	-1	0	12	18
O=C(Nc1cnn(Cc2ccc(Cl)cc2)c1)c1cccs1	1	10	21	-2.3	21	-2	11	-21
N#Cc1ccc(C(=O)OCC(=O)NC(=O)NC2CCCCC2)cc1	5	14	20	-0.4	10	-1	3	-18
COc1cccc2[nH]c3c(=O)n(CCCN4CCOCC4)cnc3c12	2	29	-15	0.9	-8	-2	13	-11
Cc1ccc(C(=O)NNC(=O)c2ccc(C)cc2)cc1	-4	17	15	1.2	7	-1	-6	-1
O=C(O)c1cc(-c2cccs2)nc2cc3c(cc12)OCCO3	1	7	19	0.9	12	0	24	11
Cn1c(C(=O)NCCc2ccsc2)cc2c(=O)n(C)c3ccccc3c21	-8	12	-7	-1.9	-1	1	25	23
